Screens deposited in PubChem by National Center for Advancing Translational Sciences (NCATS).
Nrf2 block = Nrf2 qHTS screen for inhibitors; A549 ARE-Fluc reporter, luciferase luminescence, 18-24 h; Potency, µM (highest dose often 46 µM), for the others: top-dose activity change, negative = inhibition, actives largely listed as inhibitors; 360,000 compounds, 2.1% hits; AID 504444, 2011; further: potency means the concentration at half of the fitted maximal effect; on the % scale 0 is the no-effect control and ±100 the full control effect; nearly all actives have a fitted effect of over 60% in size
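Reporter: ARE-Fluc in A549. Exposure: 18-24 h, 37 °C, 5% CO2, 5% FBS OPTI-MEM. Readouts: fluorescent cytotoxicity (CellTiter-Fluor), then luminescent Nrf2 signal after BugLite.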
S2 tox = Viability Counterscreen for Primary qHTS for Inhibitors of ATXN expression; Potency, µM (series often up to 56.7 µM), actives largely listed as cytotoxic; 400,000 compounds, 0.49% hits; S2 cells (HEK-293 line with an ATXN2-luciferase reporter) viability, CellTiter-Fluor protease fluorescence, 24 h; further: potency means the concentration at half of the fitted maximal effect; nearly all actives have a fitted effect of over 40% in size
EPAC2 ag = qHTS for Agonist of cAMP-regulated guanine nucleotide exchange factor 4 (EPAC2): primary screen. Rap guanine nucleotide exchange factor 4 (Homo sapiens), Q8WZA2. EPAC2 activation, biochemical qHTS; response scale: 100% = 6.5 mM cAMP response. Potency, µM (highest dose often 154 µM), for the others: top-dose activation, most hits filed as activators. 360,000 compounds, 0.079% hits. AID 720711, 2013; further: potency means the concentration at half of the fitted maximal effect; nearly all actives have a fitted effect of over 50% in size
Target sequence (Q8WZA2 whole entry, looked up): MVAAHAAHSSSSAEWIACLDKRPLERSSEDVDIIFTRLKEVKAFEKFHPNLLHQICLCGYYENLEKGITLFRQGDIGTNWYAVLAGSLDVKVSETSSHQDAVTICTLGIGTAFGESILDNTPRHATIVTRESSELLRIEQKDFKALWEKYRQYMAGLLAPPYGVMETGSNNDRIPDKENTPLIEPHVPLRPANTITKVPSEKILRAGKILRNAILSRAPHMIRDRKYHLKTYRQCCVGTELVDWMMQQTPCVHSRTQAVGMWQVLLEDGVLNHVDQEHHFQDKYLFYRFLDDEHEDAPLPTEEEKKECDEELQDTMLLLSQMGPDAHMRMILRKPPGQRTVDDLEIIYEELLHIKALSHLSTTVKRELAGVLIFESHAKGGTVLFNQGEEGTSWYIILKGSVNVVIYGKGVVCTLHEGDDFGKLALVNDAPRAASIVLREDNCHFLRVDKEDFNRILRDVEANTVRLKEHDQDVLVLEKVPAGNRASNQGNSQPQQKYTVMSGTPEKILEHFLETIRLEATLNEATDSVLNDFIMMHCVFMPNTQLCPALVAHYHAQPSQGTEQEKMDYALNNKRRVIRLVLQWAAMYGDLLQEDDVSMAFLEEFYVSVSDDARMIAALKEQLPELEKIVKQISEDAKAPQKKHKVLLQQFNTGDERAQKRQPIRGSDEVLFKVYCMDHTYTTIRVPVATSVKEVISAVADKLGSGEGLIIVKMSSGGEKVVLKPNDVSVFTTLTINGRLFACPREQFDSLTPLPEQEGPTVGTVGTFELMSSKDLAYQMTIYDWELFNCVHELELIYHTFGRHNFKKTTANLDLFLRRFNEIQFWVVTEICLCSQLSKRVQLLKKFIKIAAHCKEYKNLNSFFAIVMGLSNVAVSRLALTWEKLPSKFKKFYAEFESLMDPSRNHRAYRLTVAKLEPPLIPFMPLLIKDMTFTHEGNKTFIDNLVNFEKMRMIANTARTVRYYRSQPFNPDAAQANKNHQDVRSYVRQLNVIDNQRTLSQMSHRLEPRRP
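Exchange assay: 100 nM EPAC2 with 250 nM Rap1B-BODIPY-GDP and 50 uM GDP. Fluorescence (ex 480/em 540 nm) read every 5 min for 30 min at room temperature. Data normalized to 6.5 mM cAMP as agonist control.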
IL-2 act = qHTS of IL-2 Activators; 360,000 compounds, 0.065% hits; activation, % (series mostly up to about 46 µM); IL-2 activation reporter assay, cell-based qHTS; stimulated with anti-CD3/CD4/CD28 beads; in transgenic mouse T cells; in the data active means activation above about 50%; inconclusive means mostly about 30% to 49%; further: 0% is about no effect
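Unstimulated transgenic mouse T cells, 750 per well, received compound and, after 60 minutes, anti-CD3/anti-CD4 bead plus anti-CD28 stimulation. EGFP and DsRed were quantified after 18 hours.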
A549 tox = Nrf2 qHTS screen for inhibitors: counterscreen for cytotoxicity; AID 504648, 2011; Potency, µM (series often up to 46 µM), inactives show at the top dose activity change, negative = cytotoxicity, actives largely listed as inhibitors; A549 ARE-Fluc cells, CellTiter-Fluor viability, 18-24 h; 390,000 compounds, 0.16% hits; further: potency means the concentration at half of the fitted maximal effect; on the % scale 0 is the no-effect control and ±100 the full control effect
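A549 ARE_Fluc cells in 5% FBS OPTI-MEM were exposed to compounds in concentration-response for 18-24 h at 37 deg C. Viability was read by CellTiter-Fluor fluorescence (Ex 405/Em 525) after 30 min, before the luciferase read.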
TGFb SMAD3 inh = qHTS for Inhibitors of TGF-b; HepG2 CAGA-GFP TGF-b/SMAD3 reporter, GFP fluorescence, 18 h; TGF-beta stimulated, 500 pg/mL final; Potency, µM (doses to about 46.1 µM), for inactives: at the highest dose activity, negative = inhibition, usual class: inhibitors; 410,000 compounds, 1.2% hits; AID 588855, 2011; further: potency means the concentration at half of the fitted maximal effect; on the % scale 0 is the no-effect control and ±100 the full control effect; nearly all actives have a fitted effect of over 65% in size
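First, reporter cells (HEPG2 CAGA-GFP) rested 2 h at 37 degrees C. Next, compounds were pinned in and TGF-beta added to 500 pg/mL final. After 18 h, GFP was imaged per cell and summed per well.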
ATXN2 expr inh = Primary qHTS for Inhibitors of ATXN expression; Potency, µM (doses to about 57 µM), without a hit: top-dose activity change, negative = inhibition, most hits filed as inhibitors; 360,000 compounds, 0.72% hits; HEK-293 ATXN2-luciferase reporter, luminescence, 24 h; further: potency means the concentration at half of the fitted maximal effect; on the % scale 0 is the no-effect control and ±100 the full control effect; nearly all actives have a fitted effect of over 55% in size
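ATXN2-luciferase reporter cells (luciferase flanked by upstream and downstream ATXN2 gene portions) were treated 24 h at 37 °C with compounds at up to 57 uM. SteadyGlo luminescence gave expression; GF-AFC fluorescence gave viability.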
HepG2 viability = qHTS for Inhibitors of TGF-b: Cytotox Counterscreen | HepG2 CAGA-GFP viability, ATP luminescence, 18 h | Potency, µM (doses to about 46.1 µM), without a hit: top-dose activity change, negative = cytotoxicity, usual class: cytotoxic | 410,000 compounds, 0.76% hits; further: potency means the concentration at half of the fitted maximal effect; some results filed as inactive show a strong effect at the top dose
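CellTiter-Glo luminescence gave cytotoxicity after 18 hours at 37 degrees C. The cells were HepG2 CAGA-GFP in 1% FBS DMEM, stimulated with 500 pg/mL TGF-beta after compound addition. %Activity was normalised to no-cell wells (complete cell-killing) and DMSO (no toxicity), and curves were fitted and classified.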
Nrf2 ARE act = qHTS of Nrf2 Activators. AREc32 ARE-luciferase reporter (MCF7-derived line), luminescence, 24 h. Potency, µM (titrated, usually from 46.1 µM), without a hit: at the top dose activation, hits mostly activators. 410,000 compounds, 0.31% hits. AID 624171, 2012; further: potency means the concentration at half of the fitted maximal effect; % of control where 0% means no effect; nearly all actives have a fitted effect of over 65% in size
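Luciferase luminescence (Steady-Glo, 30 min at room temperature) served as the read-out of ARE activation in AREc32 cells treated with compounds for 24 hr at 37 deg C.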
* marks the source's active call; other numbers are inactive results; i = inactive; ? = inconclusive; · = not tested or not shown; [ ] = another dose, or the depositor's remark. Unless noted, the call rests on the fitted dose curve; in most records, active means well fitted curve in the direction sought with a large enough effect; inconclusive means small, poorly fitted or top-dose-only effect, or another doubt; inactive means no such curve, though single readings can be large; an effect the other way counts as inactive or inconclusive.

SMILES	Nrf2 block	S2 tox	EPAC2 ag	IL-2 act	A549 tox	TGFb SMAD3 inh	ATXN2 expr inh	HepG2 viability	Nrf2 ARE act
COC(=O)[C@@]12CCCN1[C@H](c1ccc(-c3ccc(OC)cc3)c(OC)c1)[C@@H]1C(=O)N(C)C(=O)[C@@H]12	-20%	i	7%	0.1	-5%	-13%	6%	-28%	6.5%
COc1ccc(NC(=O)N(Cc2cccnc2)Cc2ccccc2Cl)c(OC)c1	-18%	i	9%	-0.4	-4%	-2%	-9%	-21%	0.6%
O=C(CSc1nnc(-c2cccnc2)o1)NNC(=O)c1ccc(Br)cc1	3%	i	-2%	-1.7	11%	?	2%	-4%	3.0%
CN(C)CC(=O)Nc1ccc2c(c1)[C@H]1C[C@H](CC(=O)NCc3ccc4c(c3)OCO4)O[C@H](CO)[C@H]1O2	·	i	15%	-0.9	·	-2%	3%	-40%	-0.2%
COc1ccc(Cl)cc1C(=O)Nc1ccc([N+](=O)[O-])cc1Cl	13%	·	·	·	2%	7%	·	3%	·
Cc1ccccc1-c1nnc(NC(=O)c2ccc(N3C(=O)CCC3=O)cc2)s1	-3%	i	-4%	0.1	-1%	-3%	0%	5%	-0.6%
COc1ccc(C)cc1Nc1n[n+](-c2ccccc2)c(-c2c(Cl)cccc2Cl)s1	?	11µM*	16%	-0.6	?	?	0%	13µM*	5.4%
CC(C)CCC1(C)NC(=O)N(CC(=O)NCC(=O)Nc2ccc(F)c(F)c2F)C1=O (stereo not given)	-11%	?	3%	-0.3	-1%	1%	3%	-1%	0.2%
CCN1C[C@@H]2[C@@H]3C(=O)N(C)C(=O)[C@@H]3[C@](C)(C1=O)N2C(=O)c1ccccc1	-8%	i	10%	0.7	1%	-10%	2%	2%	-0.4%
Cn1c(N)c(C(=O)COC(=O)CSc2cccc3cccc(Cl)c23)c(=O)n(C)c1=O	12%	i	6%	6.0	13%	13%	-17%	6%	-0.4%
CCc1ccc(CN2CCC(n3nccc3NC(=O)c3ccccc3OC)CC2)o1	·	?	2%	-2.1	·	-9%	·	-4%	-0.3%
COc1ccc(-c2ccc3c(N)c(C(=O)c4cccc(OC)c4)sc3n2)cc1	·	?	4%	0.4	-3%	0%	-5%	-27%	4.8%
Cc1cc(NC(=O)C2CC(=O)N(c3ccc(Cl)cc3)C2)no1 (stereo not given)	?	i	11%	-0.4	9%	19%	-6%	-12%	-0.1%
COc1ccc(C(=O)Nc2ccc3oc(-c4cccc(F)c4)nc3c2)cc1OC	?	i	-8%	0.5	-4%	1%	0%	-1%	-0.7%
CCOC(=O)c1c(NC(=O)c2ccccc2)sc2c1CCc1ccccc1-2	?	i	-5%	-3.1	1%	4%	-9%	6%	2.6%
CCn1c(SCC(=O)Nc2ccc(OC)cc2)nc2c(c1=O)SCC2	6%	i	7%	0.3	4%	-3%	2%	-19%	-0.6%
Cc1cc(Nc2cccc(C)c2C)n2nc(C)nc2n1	-28%	i	10%	-0.2	2%	12%	-3%	0%	1.7%
O=C1NC(=S)N(C(=O)c2ccc(F)cc2)/C1=C/c1ccccc1	?	i	1%	10	-18%	?	-7%	-43%	10%
CN(CC1COc2ccccc2O1)C(=O)CCNS(=O)(=O)c1ccc(F)c(Cl)c1 (stereo not given)	·	?	2%	0.9	·	-9%	·	-6%	0.3%
COc1cccc(NC(=O)CSc2nc3c([nH]c4ccccc43)c(=O)n2-c2cc(C)cc(C)c2)c1	·	·	·	·	-7%	1%	·	2%	0.5%
CC(C)(CC(=O)O)CC(=O)Nc1ccc(Oc2ccc(C(C)(C)C)cc2)nc1	-13%	i	-1%	-0.5	2%	7%	-18%	-2%	-1.0%
Cc1sc2ncn(CC(=O)Nc3cccc(C(F)(F)F)c3)c(=O)c2c1S(=O)(=O)N1CCN(C)CC1	4%[9.27 µM]	i	·	·	1%	-4%	-6%	-6%	-0.1%
Oc1ccc(C[C@H]2CNC(=S)N2CC2CCCN2C[C@H](Cc2ccc(O)cc2)N2C[C@H](Cc3ccccc3)N(CC3CCCCCC3)C2=S)cc1 (stereo not given in full)	?	i	15%	-0.5	-15%	7.9µM*	-27%	-8%	0.3%
CC(C)c1ccc(NS(=O)(=O)c2cccc3cccnc23)cc1	-6%	i	13%	3.4	?	1%	-6%	-16%	-1.1%
O=C(NNC(=O)c1cccnc1)Nc1ccccc1	2%	i	1%	-0.3	0%	2%	-3%	1%	0.4%
Cc1c(CN2CCC(CO)(CCOc3ccccc3)CC2)c(=O)n(-c2ccccc2)n1C	13%	i	-3%	0.2	1%	-2%	-2%	-4%	-1.0%
COc1cccc(N2CCN(C(=O)CC(NC(=O)c3ccccc3)c3ccccc3)CC2)c1 (stereo not given)	-2%	i	10%	0.3	-5%	-13%	0%	-56%	-1.3%
Cc1cc(C)c2cc(C#N)c(NCCCNC(=O)c3cccnc3)nc2c1	·	i	-3%	-2.3	·	2%	-5%	-2%	0.0%
Cc1nc(-c2ccccc2)sc1-c1nnc(C2CC2)o1	2%	i	13%	-0.3	13%	-15%	11%	2%	16µM*
C/C(=N\Nc1nc(N)cc(Cl)n1)c1ccc(F)cc1	2%	i	5%	-1.1	7%	2%	·	-17%	4.0%
CCOC(=O)C1C(O)=CC(=O)CC1c1ccccc1 (stereo not given)	0%	i	6%	-3.2	-3%	?	5%	11%	-0.5%
CCCN=C1N/C(=C\c2ccco2)C(=O)N1c1ccccc1	7%	i	4%	3.4	-29%	5%	-7%	-13%	22%
Cc1ccc(-n2nc3c4c(cccc4c2=O)-c2ccccc2-3)cc1	?	?	7%	3.0	16µM*	20%	?	1%	5.0%
CC(/C=N/n1c(-c2ccccc2)n[nH]c1=S)=C\c1ccco1	-4%	i	7%	-1.3	-3%	1%	-3%	-8%	?
O=Cc1ccc(OCC(=O)Nc2ccccc2-c2ccccc2)cc1	?	i	5%	-6.3	-5%	-15%	-6%	-1%	0.3%
CC(C)C[C@@H]1Cc2[nH][nH]c(=O)c2[C@H](C)O1	·	i	7%	-0.7	·	·	16%	·	-1.1%
CCOC(=O)N1CCc2c(sc3c2c(=O)n(-c2ccc(F)cc2)c(=O)n3CC(=O)c2ccccc2)C1	7%	·	·	·	-1%	-13%	·	4%	0.1%
COc1cccc(N2CCN(C3CC(=O)N(c4ccc(Cl)c(Cl)c4)C3=O)CC2)c1 (stereo not given)	-11%	?	12%	0.0	-5%	1%	-6%	-22%	2.4%
COc1ccc(CCC(=O)NCc2ccccc2Cl)cc1OC	12%	i	7%	-1.0	3%	3%	4%	20%	0.2%
Cc1ccc(C(=O)c2oc3ccccc3c2NC(=O)Cc2coc3ccc(C)cc23)cc1	-1%	i	·	·	1%	1%	11%	-2%	-0.6%

Profiles, looked up by structure. Order of screens: Nrf2 block, S2 tox, EPAC2 ag, IL-2 act, A549 tox, TGFb SMAD3 inh, ATXN2 expr inh, HepG2 viability, Nrf2 ARE act
Cc1cc(NC(=O)C2CC(=O)N(c3ccc(Cl)cc3)C2)no1 (stereo not given) is listed with ?, i, 11%, -0.4, 9%, 19%, -6%, -12%, -0.1%
CN(C)CC(=O)Nc1ccc2c(c1)[C@H]1C[C@H](CC(=O)NCc3ccc4c(c3)OCO4)O[C@H](CO)[C@H]1O2 is listed with ·, i, 15%, -0.9, ·, -2%, 3%, -40%, -0.2%
CCOC(=O)N1CCc2c(sc3c2c(=O)n(-c2ccc(F)cc2)c(=O)n3CC(=O)c2ccccc2)C1 is listed with 7%, ·, ·, ·, -1%, -13%, ·, 4%, 0.1%

(more compounds)
SMILES	Nrf2 block	S2 tox	EPAC2 ag	IL-2 act	A549 tox	TGFb SMAD3 inh	ATXN2 expr inh	HepG2 viability	Nrf2 ARE act
Cc1ccc(CN2C(=O)CC(Nc3ccc(N4CCOCC4)cc3)C2=O)cc1 (stereo not given)	-11%	?	-8%	1.9	2%	7%	·	-7%	-0.5%
Cc1cccc(NC(=O)CSc2nc(C)c(CC(=O)c3ccc(Br)cc3)c(C)c2C#N)c1C	?	?	-83%[inhibitor][15.6 µM]	0.6	-2%	?	?	6%	3.6%
O=C(N/N=C/c1ccco1)c1cc(Br)ccc1OCc1ccccc1	-13%	i	4%	-5.3	1%	-12%	-12%[11.3 µM]	-27%	0.1%
CC(C)(C)C(=O)NC(=S)Nc1ccccn1	?	i	1%	-1.1	-7%	20%	4%[11.3 µM]	3%	1.7%
CC(=O)c1ccc(N2CCN(C(=O)c3ccc4c(=O)n(-c5ccccc5)c(=O)[nH]c4c3)CC2)cc1	?	i	2%	-0.5	1%	-3%	-1%	11%	2.8%
CCC(CC)C(=O)NCc1ccc(Cl)cc1	-15%	i	-1%	-0.1	-4%	13%	4%	4%	-0.1%
Cc1cccc(NC(=S)N2CCCC(c3nc4ccccc4[nH]3)C2)c1 (stereo not given)	-5%	?	6%	-0.3	6%	?	-7%	-52%	-1.0%
Cc1ccccc1C(=O)NC1CCN(CC(=O)Nc2ccccc2)CC1	4%	i	8%	0.0	1%	19%	-29%	27%	0.3%
O=C(CSc1nc2nn(-c3ccccc3)c(=O)c-2c2n1CCCCC2)NCCCc1ccccc1	-8%	i	1%	-3.9	-1%	?	9%	1%	0.4%
COC(=O)c1ccc(CN2CCC(n3nccc3NC(=O)C3CC3)CC2)cc1	4%	i	2%	-1.5	-3%	?	0%	-20%	-0.3%
O=C(Nc1ccccc1N1CCN(C(=O)c2ccc(Cl)cc2)CC1)c1cccnc1	6%	i	-2%	-3.8	-1%	0%	-8%	-14%	0.0%
CCOC(=O)C1=C(COC(=O)/C=C/c2ccc(C)o2)NC(=O)NC1C (stereo not given)	8%	i	6%	0.7	4%	-5%	-7%	-36%	30%

Compounds as they come; overall some 4.3% were active at least once.
